High-throughput results as filed in PubChem BioAssay.
RPL19A-GFP yeast: alters RPL19A-GFP fluorescence in TOR pathway yeast screen. S. cerevisiae RPL19A-GFP strain, flow cytometry, 3 h; active compounds read low. hit rate 0.3% among 330,000. percent response vs DMSO, % at 10 µM. AID 2025;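 active = percent response vs DMSO below 50%; inconclusive = fewer than 70 events counted for the yeast strain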;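 also: median channel GFP fluorescence of the barcoded RPL19A-GFP strain; ratio of sample median GFP to plate DMSO average so 100% = DMSO; lower means less RPL19A-GFP as with rapamycin TOR inhibition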
LAP4 TOR yeast: alters LAP4-GFP fluorescence in TOR pathway yeast screen; S. cerevisiae LAP4-GFP multiplex, flow cytometry GFP, 3 h; median GFP as percent of DMSO wells; hit rate 0.34% among 320,000; GFP response vs DMSO, % at 10 µM;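 active = GFP response vs DMSO above a set limit, about the screen mean plus 3 SD, cut at about 150% in these data; inconclusive = under 70 cell events counted for the yeast strain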
GRK2 inh: blocks RNA aptamer binding to human GRK2; bead flow cytometry, FAM-aptamer displacement from GRK2; AID 488847; hit rate 0.59% among 330,000; P25098; inhibition of aptamer binding, % at 10 µM;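 active = inhibition of aptamer binding above 40%, roughly 3 SD of noise, on plates passing a quality check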;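 also: median bead fluorescence of bound FAM aptamer so fluorescent compounds give negative values; no value below 0 was filed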
CIT2-GFP yeast: modulators of TOR pathway CIT2-GFP in S. cerevisiae; S. cerevisiae CIT2-GFP strain, flow cytometry, 3 h; 100 means same as DMSO wells; GFP response vs DMSO, % at 10 µM; hit rate 0.065% among 320,000;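 active = GFP response relative to DMSO above a set limit, near the screen mean plus 3 SD, cut at about 150% in these data; inconclusive = Fewer than 70 cells measured for a yeast strain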;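 also: ratio of well median GFP fluorescence to mean of DMSO wells on the plate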
MEP2-GFP yeast: yeast TOR pathway MEP2-GFP modulation. S. cerevisiae MEP2-GFP strain, flow cytometry GFP, 3 h; 100% = DMSO control level. AID 2016. hit rate 0.51% among 330,000. GFP response vs DMSO, % at 10 µM;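 active = GFP response versus DMSO above a set limit, roughly screen mean plus 3 SD, cut at about 180% in these data; inconclusive = fewer than 70 cells counted for a yeast strain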;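 also: median GFP fluorescence of the barcode-gated MEP2-GFP cells per well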
VLA-4 inh: inhibition in a human VLA-4 binding assay. P13612. VLA-4 expressing cells, ligand binding flow cytometry. inhibition, % (about 7 µM as worked out from the volumes in the protocol). hit rate 0.2% among 330,000. AID 2557; in the data active = inhibition above about 50%
Target sequence (P13612 whole entry, looked up): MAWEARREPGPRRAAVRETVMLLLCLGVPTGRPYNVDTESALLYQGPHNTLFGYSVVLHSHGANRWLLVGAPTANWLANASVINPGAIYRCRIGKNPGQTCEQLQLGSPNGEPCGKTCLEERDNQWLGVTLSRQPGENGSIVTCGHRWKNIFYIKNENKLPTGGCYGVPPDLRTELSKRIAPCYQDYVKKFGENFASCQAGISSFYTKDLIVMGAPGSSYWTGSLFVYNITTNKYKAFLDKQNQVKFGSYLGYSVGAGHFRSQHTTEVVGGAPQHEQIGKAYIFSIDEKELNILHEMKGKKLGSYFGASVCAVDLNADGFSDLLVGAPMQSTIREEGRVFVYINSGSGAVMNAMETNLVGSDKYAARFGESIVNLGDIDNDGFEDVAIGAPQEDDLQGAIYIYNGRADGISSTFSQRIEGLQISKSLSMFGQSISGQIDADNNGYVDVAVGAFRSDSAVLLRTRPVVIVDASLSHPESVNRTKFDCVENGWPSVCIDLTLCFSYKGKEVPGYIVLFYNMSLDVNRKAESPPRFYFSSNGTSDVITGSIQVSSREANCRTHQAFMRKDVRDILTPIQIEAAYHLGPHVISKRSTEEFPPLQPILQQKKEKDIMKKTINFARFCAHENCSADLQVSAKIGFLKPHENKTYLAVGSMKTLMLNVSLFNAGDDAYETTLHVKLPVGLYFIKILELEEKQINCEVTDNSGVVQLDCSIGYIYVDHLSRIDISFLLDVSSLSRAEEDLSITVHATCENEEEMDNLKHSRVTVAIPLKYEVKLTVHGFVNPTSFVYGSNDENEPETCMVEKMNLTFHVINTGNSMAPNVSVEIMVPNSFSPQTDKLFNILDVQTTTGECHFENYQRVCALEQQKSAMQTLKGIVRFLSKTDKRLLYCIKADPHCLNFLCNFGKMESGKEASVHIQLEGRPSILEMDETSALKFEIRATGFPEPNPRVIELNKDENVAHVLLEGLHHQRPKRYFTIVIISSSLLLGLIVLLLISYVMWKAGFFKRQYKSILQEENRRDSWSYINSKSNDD
JMJD2C inh: blocks human GASC-1 demethylase activity; GST-JMJD2C(1-420) H3K9me3 demethylation, DELFIA europium; inhibition, % at 2.35 µM; hit rate 0.069% among 330,000;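 active = more than half of a compound's replicate wells show inhibition beyond 50%, single wells judged on their own value; inconclusive = some, but no more than half, of replicates pass 50% inhibition; inactive = no replicate passes 50% inhibition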;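 also: signal counts dimethyl H3K9 product captured on neutravidin plate; 0% = median of DMSO wells and 100% = 0.3 times that DMSO median; strong numbers were not always called active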
AGP1 TOR yeast: alters AGP1-GFP fluorescence in TOR pathway yeast screen | S. cerevisiae AGP1-GFP multiplex flow cytometry, 3 h; GFP as percent of DMSO wells | GFP response vs DMSO, % at 10 µM | hit rate 0.02% among 320,000 | AID 2066;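 active = GFP response relative to DMSO above a set limit, near screen average plus 3 SD, cut at about 150% in these data; inconclusive = fewer than 70 cells counted for the yeast strain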;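 also: median GFP channel fluorescence of the gated AGP1 strain per well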
Numbers without * were called inactive; i = inactive; ? = inconclusive; . = not tested or not shown; & = joins results of further samples.

SMILES	RPL19A-GFP yeast	LAP4 TOR yeast	GRK2 inh	CIT2-GFP yeast	MEP2-GFP yeast	VLA-4 inh	JMJD2C inh	AGP1 TOR yeast
COc1ccc(S(=O)(=O)Cc2ccccc2)cc1N	107	108	1	105	103	8	8	113
O=C(CSc1nc2ccccc2s1)NCc1ccc2c(c1)OCO2	103	98	1	99	96	5	12	97
O=C(C[C@H]1C/C=C\C[C@@H](Cc2ccc(F)cc2)C(=O)O[C@H](c2ccccc2)CNC1=O)NCCO	94	111	2	92	99	1	-7	96
O=C(CCCCCN1C(=O)[C@@H]2Cc3ccccc3CN2C1=O)Nc1cccc(F)c1	91	84	0	89	82	10	1	80
COc1ccc(S(=O)(=O)N2CCCCCC2)cc1C(=O)N1CCN(c2ccccc2C)CC1	89	93	0	87	93	8	-6	94
COc1ccccc1C(CNC(=O)C(CCSC)NS(=O)(=O)c1ccccc1F)N1CCCC1 (centres undefined)	93	97	0	96	93	1	-32	94
Cc1ccc(CCNC(=O)C2CCN(S(=O)(=O)c3ccc4nc5c(c(C(=O)O)c4c3)CCCC5)CC2)cc1	100	85	3	97	101	13	-9	100
O=C(OCC(=O)N1CCCc2ccccc21)c1cccc(S(=O)(=O)N2CCOCC2)c1	100	106	13	94	99	6	-10	99
O=C(c1ccccc1)c1ccccc1C(=O)c1ccccc1	103&98	81&103	3&0	96&91	107&102	4&23	59&7	91&95
O=C(Nc1ccccc1C(=O)N1CCCCC1)C1CCCCC1	85	84	2	97	86	-2	4	89
COc1ccc(S(=O)(=O)N2CCOC23CCN(C(=O)c2ccccc2Br)CC3)cc1	88	95	0	91	88	11	-2	76
COC(=O)c1[nH]c(C)c(/C(O)=C2\C(=O)C(=O)N(CCN3CCOCC3)C2c2ccco2)c1C (centres undefined)	101	100	0	106	101	-2	-3	102
Cc1ccc(S(=O)(=O)n2c([N+](=O)[O-])cnc2C)cc1C	106	99	1	100	109	-1	3	96
COc1cc(-c2nnc(NC(=O)CS(=O)(=O)c3ccc(C)cc3)o2)cc(OC)c1OC	96	108	2	105	100	15	-6	105
COc1ccc([N+](=O)[O-])cc1NC(=O)CCSCCc1ccccn1	101	100	0	109	104	1	4	106
Cc1ccc(SCC(=O)NNC(=O)c2ccc(S(C)(=O)=O)cc2)cc1	78	93	4	94	75	-6	-16	85
COc1ccccc1[C@@H]1C(c2ccc(F)cc2)=NN(c2ccccc2)[C@H]1C(=O)N1CCOC1=O	100	105	2	90	113	-6	3	95
COc1ccc(S(=O)(=O)NCc2cccnc2)cc1C(=O)NC1CCCCC1	100	100	1	107	112	7	2	96
Cc1ccc(CN2CC(C(=O)N3CCN(S(=O)(=O)c4cccc(F)c4)CC3)CC2=O)cc1 (centres undefined)	94	103	1	90	97	-11	2	96
Cc1ccc(N2C(=O)N3[C@H](c4ccc(F)cc4)[C@@H]4C(=O)N(C5CCCCC5)C(=O)[C@@H]4[C@]3(Cc3ccccc3)C2=O)cc1	102	112	0	95	100	4	-10	93
COc1ccc(-c2cc3c(=O)n(CC(=O)Nc4ccc(Cl)cc4)ncn3n2)cc1	84	94	0	103	103	0	2	22
COc1ccc(CNC(=O)C2CCCN(S(=O)(=O)c3c(C)nn(C)c3C)C2)cc1 (centres undefined)	98	103	0	92	106	3	-12	98
CCOC(=O)c1cnc(-n2[nH]c(C)c(Cc3ccccc3)c2=O)[nH]c1=O	104	102	0	106	105	-19	-17	111
Cc1cccc(NC(=O)Cn2c(=O)n(Cc3ccco3)c(=N)c3c4c(sc32)COC(C)(C)C4)c1	106	116	0	110	109	2	0	119
Cc1ccc2cc(CCNS(=O)(=O)c3ccc(Br)cc3)c(=O)[nH]c2c1C	101	97	0	104	105	-14	7	101

Going on with the list:
SMILES	RPL19A-GFP yeast	LAP4 TOR yeast	GRK2 inh	CIT2-GFP yeast	MEP2-GFP yeast	VLA-4 inh	JMJD2C inh	AGP1 TOR yeast
O=C(NC1CC2CCC1C2)C1COc2ccccc2O1 (centres undefined)	102	97	0	99	102	-7	68*	98
Cc1ccc(/C=C/c2nc3sc(C(=O)O)c(C)c3c(=O)[nH]2)cc1[N+](=O)[O-]	97	101	9	93	93	-18	3	96
COc1ccccc1CN1C(=O)c2ccncc2C1=O	103	107	1	101	102	-3	-4	.
C[C@H]1C[C@H]2[C@@H]3CCC4=CC(=O)C=C[C@]4(C)[C@@]3(Cl)[C@@H](O)C[C@]2(C)[C@@]1(O)C(=O)CO	104	123	3	88	103	42	-13	89
CCN1CCN(c2cc(N3CCc4ccccc4C3)c(F)cc2[N+](=O)[O-])CC1	97	94	0	103	100	8	4	95
O=C(NCCCNC(=O)NC1CCCCC1)NC1CCCCC1	94	97	1	99	100	16	7	98
Cc1nc(SCC(=O)Nc2ccc(S(=O)(=O)N3CCOCC3)cc2)c2c(C)c(C)sc2n1	102	95	1	108	105	11	-6	106
O=C(Nc1ccccc1N1CCCC1)c1cccc(Cl)c1Cl	101	106	4	104	108	3	1	97
CCCCn1c(N)c(N(CCOC)C(=O)C(C)N2C(=O)c3ccccc3C2=O)c(=O)[nH]c1=O (centres undefined)	98	112	0	96	101	16	-6	108
O=C(Nc1ccc(C(=O)OC[C@@H]2CCCN3CCCC[C@H]23)cc1)c1cccc(Br)c1	102	99	0	97	108	14	-12	107
Cc1cccc(OCCC(=O)Nc2ccc(C)c(S(=O)(=O)N3CCOCC3)c2)c1	88	92	0	87	89	20	-6	93
COc1ccc(NC(=O)COc2cc(O)c3c(c2)OC(C)(C)CC3=O)cc1	99	106	1	100	112	8	i	105
CC(C)C1Cc2c(sc3c2c(=O)n(Cc2ccccc2)c2nncn32)CO1 (centres undefined)	106	103	0	115	107	-8	-4	120
Cc1ccc(NC(=S)N(C)C(c2ccccc2)c2ccccc2)cc1C	91	94	0	108	99	-1	-21	95
CC(=O)Nc1nc(=S)n(-c2ccccc2)[nH]1	100	89	1	106	97	5	-4	100
CCOc1ccc(NC(=S)N2CCN(S(=O)(=O)c3ccc(OC)cc3)CC2)cc1	110	81	0	84	101	10	-2	88
CCOc1ccc(NC(=O)C(=O)NCc2ccncc2)cc1	95	86	0	97	91	8	0	97
COc1ccc(S(=O)(=O)N(C)CC(=O)NCc2ccccn2)cc1	104	95	0	95	102	-4	3	96
COC(=O)C1=C(N)Oc2cc(C)n(Cc3cccnc3)c(=O)c2C1c1cc(OC)ccc1OC (centres undefined)	103	99	0	100	113	6	-7	100
CCOc1ccc(NC(=O)CSc2nnc(-c3ccco3)n2C)cc1	89	88	5	92	90	4	-2	90
CC(=O)OC[C@H]1O[C@@H](Sc2cccc3cccnc23)[C@H](OC(C)=O)[C@@H](OC(C)=O)[C@@H]1OC(C)=O	94	95	0	87	104	-24	-3	95
CC(=O)c1c(COC(=O)c2cccnc2)nc2ccccc2[n+]1[O-]	93	91	4	100	90	22	-7	88
CCCCNC(=O)c1cn(C)c2ccc(S(=O)(=O)N3CC(C)CC(C)C3)cc2c1=O (centres undefined)	107	93	0	104	107	9	10	105
Cc1cc(C)n(-c2ccc([N+](=O)[O-])cc2-c2nn[nH]n2)n1	96	94	3	103	107	18	12	96
S=c1[nH]cc(-c2ccccc2)n1-c1ccccc1	93	98	0	106	108	7	-1	105

Looked up by structure from the entries so far (2):
SMILES	RPL19A-GFP yeast	LAP4 TOR yeast	GRK2 inh	CIT2-GFP yeast	MEP2-GFP yeast	VLA-4 inh	JMJD2C inh	AGP1 TOR yeast
CCOC(=O)c1cnc(-n2[nH]c(C)c(Cc3ccccc3)c2=O)[nH]c1=O	104	102	0	106	105	-19	-17	111
COc1ccc(S(=O)(=O)Cc2ccccc2)cc1N	107	108	1	105	103	8	8	113

The list continues.
SMILES	RPL19A-GFP yeast	LAP4 TOR yeast	GRK2 inh	CIT2-GFP yeast	MEP2-GFP yeast	VLA-4 inh	JMJD2C inh	AGP1 TOR yeast
COc1cc(S(=O)(=O)Nc2ncccc2C)c(OC)cc1Cl	100	97	2	99	101	0	-12	103
O=C(NCN1CCOCC1)c1cnccn1	101	94	2	100	102	-6	13	99
O=C(CCCNC(=O)c1ccc(Cl)cc1)NCc1ccccc1F	95	111	1	94	104	-11	10	98
Cn1c(SCc2ccccc2)nnc1C1CCCNC1 (centres undefined)	96	89	4	84	101	4	1	97
CCCOc1ccc(-c2nnn(CC(=O)OCC)n2)cc1	102	114	2	106	101	-2	-1	103
O=C1NC[C@H](CC2CCCCC2)N(CCc2cccc(F)c2)C1=O	92	125	0	90	88	4	15	84
O=C(COC(=O)c1cccnc1Cl)NC(=O)NC1CCCCC1	110	125	4	111	116	15	2	115
COc1ccc(OC)c(NC(=O)CSc2nnc(-c3cnccn3)n2C)c1	87	84	5	93	94	5	?	90
COc1ccc2c(c1)C1=C(CC2)C(c2ccc(C)cc2)NC(=S)N1 (centres undefined)	89	104	1	89	86	-6	2	93
CC(C)(C)NC(=O)C(c1ccccn1)N(C(=O)c1csnn1)C1CCCC1 (centres undefined)	102	107	0	99	98	1	-7	104
CN(C(=O)c1ccc(NC(=O)Cc2ccc([N+](=O)[O-])cc2)cc1)C1CC1	98	97	4	88	96	-5	-3	96
CCOC(=O)C1=C(COC(=O)CCc2ccccc2)NC(=O)NC1C (centres undefined)	97	101	5	98	96	9	4	98
COc1ccc(CCNC(=O)c2cc(C3CC3)nc3c2cnn3C(C)C)cc1	90	98	0	86	92	7	5	89
CCN(CC)C(=O)Cn1cnc2sc(C(=O)N3CCN(c4ccc(OC)cc4)CC3)c(C)c2c1=O	99	102	1	101	102	4	8	102
O=S(=O)(c1cccc(-n2cnnn2)c1)N1CCOCC1	97	105	0	97	100	19	137	99
CS(=O)(=O)N1N=C(c2cccs2)CC1c1ccccc1F (centres undefined)	98	99	2	97	99	-106	5	101
CN(C(=O)CN(C)S(=O)(=O)c1ccc(F)cc1)c1c(N)n(Cc2ccccc2)c(=O)[nH]c1=O	99	95	1	98	101	0	-7	100
COc1ccc(NC(=O)C(CCCCNC(=O)OC(C)(C)C)NC(=O)OCc2ccccc2)cc1 (centres undefined)	95	86	0	92	102	6	1	89
CNC(=O)CN1C(=O)COc2ccc(S(=O)(=O)N3CCCCCC3)cc21	97	98	5	97	106	-4	17	102

One compound at a time, as listed above. Order of values: RPL19A-GFP yeast, LAP4 TOR yeast, GRK2 inh, CIT2-GFP yeast, MEP2-GFP yeast, VLA-4 inh, JMJD2C inh, AGP1 TOR yeast
Profile of O=C1NC[C@H](CC2CCCCC2)N(CCc2cccc(F)c2)C1=O → 92, 125, 0, 90, 88, 4, 15, 84
Profile of COc1cc(S(=O)(=O)Nc2ncccc2C)c(OC)cc1Cl → 100, 97, 2, 99, 101, 0, -12, 103
Profile of O=S(=O)(c1cccc(-n2cnnn2)c1)N1CCOCC1 → 97, 105, 0, 97, 100, 19, 137, 99
Profile of CCN(CC)C(=O)Cn1cnc2sc(C(=O)N3CCN(c4ccc(OC)cc4)CC3)c(C)c2c1=O → 99, 102, 1, 101, 102, 4, 8, 102
Profile of COc1ccc(NC(=O)C(CCCCNC(=O)OC(C)(C)C)NC(=O)OCc2ccccc2)cc1 (centres undefined) → 95, 86, 0, 92, 102, 6, 1, 89
